SUMO HTRF inh: inhibitors of in vitro SUMOylation cascade, primary screen, biochemical, HTRF, uHTS. SUMO-conjugating enzyme UBC9 (Homo sapiens), P63279. HTRF SUMOylation assay, SAE1/SAE2 + UBC9. inhibition, % at 35 µM. 290,000 compounds, 0.36% hits; in the data active means inhibition above about 50%, passing the limit was not always enough; further: strong numbers were not always called active
Target sequence (P63279 whole entry, looked up): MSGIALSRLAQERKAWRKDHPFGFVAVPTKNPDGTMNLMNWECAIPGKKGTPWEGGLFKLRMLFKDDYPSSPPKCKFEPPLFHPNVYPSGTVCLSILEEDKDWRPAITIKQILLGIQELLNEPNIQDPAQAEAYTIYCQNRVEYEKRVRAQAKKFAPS
HCV NS3 hel inh: inhibitors of HCV NS3 helicase, primary screen, biochemical, Cy5 molecular beacon fluorescence; Hepatitis C virus NS3 helicase; NS3 helicase DNA unwinding; inhibition, % at 10.9 µM; 290,000 compounds, 0.56% hits; AID 1800, 2009;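 active means inhibition above the mean of all tested compounds plus 3 SD, set per campaign, cut at about 35% in these data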;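 further: 0% = DMSO wells and 100% = thioflavine S control wells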
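Measured by: Cy5 fluorescence, 0 and 60 min reads / Assay system: NS3 helicase fragment of HCV / Control set: low DMSO, high thioflavine S at 110 µM / Times: 1 h reaction at 25 °C, ATP-initiated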
DNA FID counter: compounds displacing fluorescent DNA intercalator, primary screen, artefact control for HCV NS3 helicase inhibitor project, biochemical, FID fluorescence. inhibition, % at 7.9 µM. DNA fluorescent intercalator displacement. 290,000 compounds, 0.17% hits; in the data active means inhibition above about 37%;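 further: 0% = vehicle and 100% = reference compound; higher means more ethidium bromide displaced from hairpin DNA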
VIM-2 inhibitor: VIM-2 metallo-beta-lactamase inhibitors, primary screen, biochemical, epi-absorbance readout, Pseudomonas aeruginosa enzyme | purified VIM-2, nitrocefin hydrolysis, epi-absorbance fluorescence | inhibition, % at 5.6 µM | 290,000 compounds, 0.89% hits | AID 1527, 2009;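 active means inhibition above the mean of all tested compounds plus 3 SD, cutoff set per screening run, cut at about 7.5% in these data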;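 further: red hydrolysis product quenches plate fluorescence so inhibitors raise well fluorescence; 0% = enzyme with DMSO and 100% = DMSO without enzyme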
NALP1 inh: NALP1 inflammasome inhibitors in reconstituted yeast, colorimetric, S. cerevisiae, triplicate retest | S. cerevisiae NALP1/ASC/caspase-1 growth, X-gal OD620, 72 h | inhibition, % at 10 µM | 280,000 compounds, 0.61% hits | AID 2071, 2009; in the data active means inhibition mostly above about 24%, no sharp cut-off; inactive means mostly below about 32%; further: some compounds called inactive have numbers as strong as hits
IMP-1 inhibitor: IMP-1 metallo-beta-lactamase inhibitors, primary screen, biochemical, epi-absorbance readout, Pseudomonas aeruginosa enzyme; 290,000 compounds, 0.45% hits; purified IMP-1, nitrocefin hydrolysis, epi-absorbance fluorescence; metallo-beta-lactamase IMP-1 (Pseudomonas aeruginosa); inhibition, % at 5.6 µM;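 active means inhibition above the mean plus 3 SD of all compounds in the same screening run, cut at about 4.5% in these data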;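 further: 0% = IMP-1 with DMSO and 100% = DMSO wells lacking enzyme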
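System: Purified IMP-1 | Read-out basis: Percent enzyme inhibition | Controls: IMP-1 with DMSO as 0%, enzyme-free DMSO as 100% | Replicates: One well per compound | Doses: 5.6 µM nominal single concentration | Detection: Epi-absorbance fluorescence, 480 nm excitation, 530 nm emission | Incubation: 25 °C, 15 min preincubation, 25 min reaction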
M18AAP inhibitor: PfM18AAP inhibitors, malaria aminopeptidase, primary screen, biochemical, QFRET, recombinant enzyme | M18 aspartyl aminopeptidase (Plasmodium falciparum 3D7) | H-Glu-NHMec fluorogenic cleavage | inhibition, % at 7.35 µM | 290,000 compounds, 1.2% hits | AID 1822, 2009;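 active means inhibition above the campaign mean inhibition over all tested compounds plus 3 SD, cut at about 28% in these data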;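 further: 0% = plate median of test compound wells and 100% = 2 mM ZnCl2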
MEKK2mut PB1 HTS: MEK5 binding signal on mutant MEKK2 PB1, primary screen, biochemical, multiplex bead flow cytometry, Alexa488-MEK5. 290,000 compounds, 0.35% hits. percent response, % at 10 µM. Alexa488-MEK5 binding to MEKK2 mutant; in the data active means percent response above about 24%, passing the limit was not always enough; further: inactives centre near 1; some results filed as inactive read as strong as hits
MEKK2 WT-MEK5: modulators of MEK5 binding to wildtype MEKK2, primary screen, biochemical, multiplex bead flow cytometry, Alexa488-MEK5; Mitogen-activated protein kinase kinase kinase 2 (Homo sapiens), Q9Y2U5; Alexa488-MEK5 binding to MEKK2 WT; actives lie on both sides; binding response (% of control), % at 10 µM; 290,000 compounds, 1.1% hits; in the data active means binding response below about 67% or above about 130%
* = called active by the depositor; · = not tested or not shown.

SMILES	SUMO HTRF inh	HCV NS3 hel inh	DNA FID counter	VIM-2 inhibitor	NALP1 inh	IMP-1 inhibitor	M18AAP inhibitor	MEKK2mut PB1 HTS	MEKK2 WT-MEK5
CC(C)C[C@@H](CN(N=O)[C@@H](Cc1ccccc1)CN(C)N=O)N(CCc1ccccc1)N=O	-10	-7	-6	-0.8	3	-0.6	-6	2	103
CCCCOc1ccc(N(CC(=O)NCc2ccco2)C(=O)CCC(=O)Nc2nccs2)cc1	-14	2	-44	-3.3	5	-4.4	3	1	99
CCN(CCCNC(=O)CCn1c(=O)[nH]c2ccsc2c1=O)c1ccccc1	-5	-4	-8	-2.4	4	-4.0	8	-2	103
Cc1ccc(S(=O)(=O)N(C)c2ccc(C(=O)NCc3cccnc3)cc2)cc1	8	-1	-20	-0.5	14	-0.8	4	2	104
Nc1nc(NCCO)nc(N2CCCCCC2)c1[N+](=O)[O-]	8	8	-8	-0.5	0	-1.7	3	7	102
CC(Oc1cccc2c1OC(C)(C)C2)C(=O)O (stereo not drawn)	4	2	0	-1.9	1	-2.5	-5	12	102
CSc1nc(N)nc(SCC(=O)c2ccc(C)cc2)c1C#N	-6	4	2	-1.5	-8	-3.9	6	15	101
C/C(=N\Nc1ccc(F)cc1)c1ccncc1	12	-2	0	-3.3	19	-1.9	0	-2	98
NC(=O)CC(NC(=O)Cc1ccc(Br)cc1)c1ccc(NCCN2CCOCC2)c([N+](=O)[O-])c1 (stereo not drawn)	6	1	-2	-2.9	15	-3.8	2	-4	104
Cc1cc(N2CCN(C)CC2)nc2ccc(NC(=S)NCCCN3CCN(C)CC3)cc12	8	5	36	-0.1	-30	-3.6	-1	7	119
CC(C)Cn1c(O)c(N=NC(=O)c2cccc(S(=O)(=O)N3CCCCC3)c2)c2ccccc21	8	-7	-2	-1.7	21	-1.6	-13	1	94
CCOC(=O)c1cnn(-c2ccccn2)c1N	12	-6	3	-2.7	15	-2.3	-5	0	102
CCCNC(=O)NC1CCCCCCC1	-2	-1	-3	-2.1	-4	-3.1	0	0	98
N#CC1=C(N)N(c2ccccc2)C(c2ccccc2)C1(C#N)C#N (stereo not drawn)	22	-3	-5	-4.0	4	-3.4	1	3	97
Cc1sc2c(c1C)c(=O)n(-c1ccc(F)cc1)c(=O)n2CC(=O)NCc1ccco1	15	-4	-1	-1.9	6	-2.0	-8	2	107
CCOc1ccccc1CN1CCN(Cc2cc3ccccc3[nH]2)CC1CCO (stereo not drawn)	6	-31	13	-2.3	4	-2.9	0	14	128
COC(=O)c1cc(N2C(=O)C3C(C2=O)C2(C)C=CC3(C)O2)ccc1Cl (stereo not drawn)	17	2	-2	-4.7	41	-2.8	0	1	104
C/C(=N\NC(=O)C1COc2ccccc2O1)c1cccs1 (stereo not drawn)	15	5	-7	-1.7	5	-1.0	6	-2	97
Cc1ccc(S(=O)(=O)/N=C(/Nc2cccc3ccccc23)c2ccc(F)cc2)cc1	-7	-2	-27	0.2	5	-4.3	2	-5	94
O=C(Nc1ccc(Cl)c([N+](=O)[O-])c1)c1cnccn1	4	-1	-5	2.0	17	-0.9	2	-1	101
COc1cc(OC)c(C(=O)NCCCn2ccnc2)cc1OC	12	-4	-6	0.4	-5	-3.7	0	-3	100
CCc1ccc(S(=O)(=O)Nc2cc(SCC(=O)O)c(O)c3ccccc23)cc1	101*	18	1	5.4	-10	2.7	-18	-9	89
O=Cc1c(N2CCCCC2)nc2ccccn2c1=O	3	-9	2	-3.0	9	2.7	4	-15	76
COCCNC(=O)CSc1nc2scc(-c3ccccc3)c2c(=O)[nH]1	20	11	-12	0.0	·	-1.0	-11	11	110
CCc1nnc(NS(=O)(=O)c2ccc(NC(=O)c3ccccc3OC)cc2)s1	10	8	-37	-0.6	2	-1.4	2	2	103
CN(Cc1cc(=O)n2ccsc2n1)c1ccccc1	4	0	9	0.2	12	0.9	2	-6	100
N#C/C(=C\c1ccccc1O)C(=O)Nc1ccccn1	8	5	-15	-2.4	3	-2.5	-3	6	103
CCn1nc(C(=O)NCCc2ccc(S(N)(=O)=O)cc2)c2ccccc2c1=O	0	-6	-14	0.4	-2	-1.2	-7	-3	98
CSc1nccn1C(=O)c1ccccc1[N+](=O)[O-]	7	3	1	-1.8	·	-1.8	12	6	111
COc1cc2cc(C)c(SCC(=O)N3CCN(C(=O)c4ccco4)CC3)nc2cc1OC	11	3	-34	-0.6	·	-2.4	1	1	106
CC1(C)C(=O)OC(C(=O)c2ccccc2)C(C)(C)C1=O (stereo not drawn)	-11	4	-1	-4.2	-24	-4.4	1	0	94
CCN1C(=O)CS/C1=N\S(=O)(=O)c1ccc(C)cc1	17	22	-10	-2.5	-12	0.3	-10	·	·
C/C(=N\NC(=O)C1CC1(c1ccccc1)c1ccccc1)c1cccc([N+](=O)[O-])c1 (stereo not drawn)	-9	1	1	-2.7	18	-1.4	-1	-1	102
C=CCn1c(N)c(C(=O)OCCC)c2nc3ccccc3nc21	50	0	-11	-1.9	25	-1.2	0	-4	91
CC(C)C(=O)NCCn1ccc2ccccc21	0	4	-1	-1.8	-10	-3.0	3	4	103
O=C(C1CCN(S(=O)(=O)N2CCOCC2)CC1)N1CCN(c2ccccc2)CC1	-3	-2	-18	0.0	11	-1.8	-4	-4	104
O=C(COC(=O)c1ccc2c(c1)OCO2)NCc1ccc2c(c1)OCO2	-2	-2	-7	-7.6	8	-0.2	0	-8	92
COCCNC(=O)CSc1nnc2c(Cl)cc(Cl)cn12	6	-3	4	0.0	5	-1.4	0	2	101
Cc1cc(/C=C2\NC(=O)NC2=O)c(C)n1-c1ccc(N2CCOCC2)cc1	-2	2	-10	-0.3	6	-2.4	16	-17	85
N#Cc1ccc(CSc2nnc(-c3c[nH]c4ccccc34)n2-c2ccccc2)cc1	-2	12	-22	-2.0	-6	-3.7	-6	0	111

Arranged by length of the SMILES (smallest number first): three of the compounds above
SMILES	SUMO HTRF inh	HCV NS3 hel inh	DNA FID counter	VIM-2 inhibitor	NALP1 inh	IMP-1 inhibitor	M18AAP inhibitor	MEKK2mut PB1 HTS	MEKK2 WT-MEK5
CC1(C)C(=O)OC(C(=O)c2ccccc2)C(C)(C)C1=O (stereo not drawn)	-11	4	-1	-4.2	-24	-4.4	1	0	94
O=C(COC(=O)c1ccc2c(c1)OCO2)NCc1ccc2c(c1)OCO2	-2	-2	-7	-7.6	8	-0.2	0	-8	92
N#Cc1ccc(CSc2nnc(-c3c[nH]c4ccccc34)n2-c2ccccc2)cc1	-2	12	-22	-2.0	-6	-3.7	-6	0	111

Remaining list, next part
SMILES	SUMO HTRF inh	HCV NS3 hel inh	DNA FID counter	VIM-2 inhibitor	NALP1 inh	IMP-1 inhibitor	M18AAP inhibitor	MEKK2mut PB1 HTS	MEKK2 WT-MEK5
O=C1CC(c2cc3c(cc2Br)OCO3)C2=C(CCCC2=O)N1 (stereo not drawn)	8	-4	2	-0.9	-5	-0.6	8	·	·
CC(C)(C)C(=O)N1CCN(c2ccc(NC(=O)c3ccc4c(c3)OCCO4)cc2)CC1	-1	-3	-38	2.0	15	-0.9	-8	0	100
CCCCOc1ccccc1N1CCN(CCCN2C(=O)C3CCCN3C2=O)CC1 (stereo not drawn)	-1	-2	0	-1.5	·	-4.5	0	13	113
c1ccc(CNc2nc(CN3CCOCC3)nc3scc(-c4ccccc4)c23)cc1	-8	-28	-19	-2.0	17	-4.0	4	1	100
COc1ccc(/C(O)=C2/C(=O)C(=O)N(CCN(C)C)C2c2ccc(F)cc2)cc1Cl (stereo not drawn)	6	-5	1	-0.1	-5	-1.6	-2	2	109
CC1CCc2c(sc3nc(C(C)(C)C)nc(N4CCN(C(=O)CCl)CC4)c23)C1 (stereo not drawn)	-7	-15	-27	-2.2	-20	-1.6	2	12	102
Cn1c(NC(=O)c2cccc(Cn3cc(Cl)cn3)c2)nc2ccccc21	14	-9	-6	0.6	-5	0.5	-14	4	103
CC(C(=O)Nc1ccccc1-c1ccccc1)N1CCCCC1 (stereo not drawn)	-1	2	-3	1.2	-8	-2.9	-5	11	103
Cn1cnnc1SC/C(O)=C(\C#N)c1nc2ccccc2[nH]1	-20	9	1	0.0	10	-1.4	2	-7	100
COC(=O)C(Cc1csc2ccc(Cl)cc12)NC(=O)c1ccc(Cl)cc1 (stereo not drawn)	-10	13	-8	-3.9	15	-3.1	4	-13	93
Cc1ccc(C(=O)N2NC(c3ccc(F)cc3)C3C(=O)N(c4ccc(C)c(C)c4)C(=O)C32)cc1 (stereo not drawn)	8	7	-36	-3.8	6	-2.1	5	-2	97
CC[C@H](C)[C@H](NC(N)=O)C(=O)NCCc1ccc(Cl)cc1	1	-1	-3	-1.1	-4	0.0	-10	-3	91
O=C(NCC(=O)N1CCOCC1)c1ccc(Br)cc1	-2	0	-4	-2.8	3	-5.5	-2	6	105
CC(C)CN(CC(C)C)CC(O)CN(c1ccccc1)S(=O)(=O)c1ccccc1[N+](=O)[O-] (stereo not drawn)	-2	-2	1	-1.6	11	0.2	3	-1	93
COc1ccc(CC(=O)NCC2CCCN(Cc3ccc(F)cc3F)C2)cc1 (stereo not drawn)	-8	-1	-6	-1.0	5	-0.6	-3	3	106
CCOC(=O)C1=C(CN2CCSCC2)NC(=O)NC1c1cc(C)ccc1C (stereo not drawn)	1	3	-11	-3.1	5	-2.9	-3	1	99
COc1ccc(N=C(N)SCc2ccccn2)cc1	-46	0	-3	0.3	21	-1.8	5	-1	95
CC(C)=CC(=O)Nc1nnc(-c2ccc(F)cc2)s1	-2	-8	2	1.3	32	-0.8	-4	6	105
CCNC(=O)CN(C1CCCCC1)S(=O)(=O)c1ccc(F)cc1	21	3	-10	-1.7	14	-2.4	-1	2	106
CSCCC(NC(=O)C12CC3CC(CC(C3)C1)C2)C(=O)OCC(=O)c1ccccc1 (stereo not drawn)	-13	-5	1	-0.4	14	-1.6	-12	4	104
CC(=O)Nc1c(C)ccc2nsnc12	18	2	-1	-2.6	38	-3.1	-19	15	116
C=CCNC(=O)c1onc(CSc2ccc(OC)cc2)c1C(=O)O	-5	3	-7	-2.6	-20	-2.2	-4	6	108
Cc1ccc2[nH]c3nc(N/N=C/c4cccc(O)c4)nnc3c2c1	12	-26	1	-3.0	10	-1.5	7	-1	100
COC(=O)Cn1nc(-c2ccccc2)c2ccccc2c1=O	13	-3	-1	-0.8	12	-4.0	-2	-7	90
COc1ccccc1C(=O)NCCC(=O)Nc1cccnc1	8	4	-2	-0.8	8	-1.1	-4	-13	80
CCOC(=O)C1CCN(Cc2ccccc2C(F)(F)F)CC1	10	-6	5	-1.7	10	-1.5	-4	3	106

Screening data deposited in PubChem by several laboratories.
